High-throughput results as filed in PubChem.
TRHR enhancer: qHTS for Small Molecule Agonists and Allosteric Enhancers of Human TRH Receptor: Primary Screen for Enhancers | enhancement, % at 2 µM | Thyrotropin-releasing hormone receptor (Homo sapiens), P34981 | 360,000 tested, 0.66% active | TRHR cells, fluo-8 calcium fluorescence, EC20 TRH enhancement; in the data active = enhancement above about 30%; note: 0% is about no effect
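Enhancer read-out: after compound pinning and an initial kinetic agonist-mode read, an EC20 of TRH (10 nM final) was injected and fluo-8 calcium signal (Ex 480/Em 530) followed at 1 s/cycle for 100 cycles in TRHR-expressing cells.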
D1 potentiator: Potentiators of Human D1 Dopamine Receptor: qHTS; D(1A) dopamine receptor (Homo sapiens), P21728; HEK293 TREx D1 cells, calcium flux, dopamine EC20 potentiation; potentiation, % at 10 µM; 360,000 tested, 0.036% active; AID 504651, 2011; in the data active = potentiation above about 30%; note: 0% is about no effect
D1 agonist: Allosteric Agonists of the Human D1 Dopamine Receptor: qHTS | D(1A) dopamine receptor (Homo sapiens), P21728 | HEK293 T-REx D1 cells, calcium flux, agonist mode | activation, % at 2 µM | 360,000 tested, 1% active; in the data active = activation above about 30%; note: 0% is about no effect
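Inducible HEK293 T-REx D1 cells, force-coupled to calcium signalling, were plated at 4000 cells/well with tetracycline and held overnight at 30 C. After no-wash calcium dye loading, compound-evoked calcium rise over 180 s flagged agonists.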
RXFP1 antag: qHTS Assay for Antagonists of the Relaxin Receptor RXFP1; Relaxin receptor 1 (Homo sapiens), Q9HBX9; HEK293-RXFP1, relaxin-stimulated cAMP HTRF, 30 min; hits give low values; activity change, negative = inhibition, % at 57.5 µM; 350,000 tested, 0.59% active; AID 1259400, 2018;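 active = activity change of -60% or lower, but not beyond a set lower limit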; note: % is set by controls: 0 for no effect and ±100 for the full control effect
Target sequence (Q9HBX9 whole entry, looked up): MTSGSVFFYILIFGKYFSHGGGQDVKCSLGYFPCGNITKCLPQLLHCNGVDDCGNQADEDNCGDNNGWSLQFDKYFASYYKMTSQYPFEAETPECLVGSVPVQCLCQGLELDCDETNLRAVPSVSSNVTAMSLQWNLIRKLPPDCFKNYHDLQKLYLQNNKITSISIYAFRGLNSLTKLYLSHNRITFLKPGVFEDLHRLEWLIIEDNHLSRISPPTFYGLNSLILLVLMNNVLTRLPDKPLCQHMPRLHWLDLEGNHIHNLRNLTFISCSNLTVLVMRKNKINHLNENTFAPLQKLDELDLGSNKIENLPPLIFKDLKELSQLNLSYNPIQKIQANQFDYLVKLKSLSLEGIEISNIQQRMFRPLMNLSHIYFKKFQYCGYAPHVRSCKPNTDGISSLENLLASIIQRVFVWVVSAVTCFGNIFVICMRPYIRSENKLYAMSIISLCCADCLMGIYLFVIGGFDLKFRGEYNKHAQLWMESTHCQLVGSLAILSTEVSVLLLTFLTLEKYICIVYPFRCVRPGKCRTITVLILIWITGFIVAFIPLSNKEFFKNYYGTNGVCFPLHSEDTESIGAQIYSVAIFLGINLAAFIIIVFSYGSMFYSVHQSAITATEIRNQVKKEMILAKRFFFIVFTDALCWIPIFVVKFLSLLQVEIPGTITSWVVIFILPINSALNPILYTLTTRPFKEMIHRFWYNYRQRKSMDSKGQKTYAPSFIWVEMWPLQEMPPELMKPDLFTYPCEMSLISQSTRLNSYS
D2 PAM: HTS Assay for Positive Allosteric Modulators of the Human D2 Dopamine Receptor: Primary Screen for Potentiators | HEK293 T-REx D2, calcium flux, EC20 dopamine potentiation | potentiation, % at 10 µM | 340,000 tested, 0.34% active | AID 485347, 2010;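 active = potentiation over 3 SD above the plate norm, cut at about 30% in these data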; note: 0% is about no effect
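Cells plated with tetracycline inducer and held overnight at 30 C; calcium dye loaded 30–90 min at room temperature; baseline taken, compound added and read 180 s; EC20 dopamine then added and read 180 s.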
D2 antag: HTS Assay for Allosteric Antagonists of the Human D2 Dopamine Receptor: Primary Screen for Antagonists; D(2) dopamine receptor (Homo sapiens), P14416; AID 485344, 2010; HEK293 TREx D2 cells, calcium flux, dopamine EC80; 340,000 tested, 2% active; inhibition, % at 10 µM; in the data active = inhibition above about 30%; note: 0% is about no effect
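Cells plated overnight at 30 C with tetracycline; no-wash calcium dye, 30–90 min RT; 10 s baseline; compound pinned; 180 s read; EC80 dopamine added; another 180 s read.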
D1 antag: Antagonist of Human D 1 Dopamine Receptor: qHTS; D(1A) dopamine receptor (Homo sapiens), P21728; HEK293 TREx D1 cells, calcium flux, dopamine EC80; hits give low values; activity change, negative = inhibition, % at 10 µM; 360,000 tested, 3.2% active; in the data active = activity change below about -30%; note: % is set by controls: 0 for no effect and ±100 for the full control effect
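Using tetracycline-induced force-coupled D1 Hek293 cells and a calcium dye, signals were followed for 180 s after compound, then for 180 s after EC80 dopamine, to detect inhibitors.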
D2 agonist: HTS Assay for Allosteric Agonists of the Human D2 Dopamine Receptor: Primary Screen for Agonists | 340,000 tested, 0.53% active | D(2) dopamine receptor (Homo sapiens), P14416 | activation, % at 2 µM | HEK293 T-REx D2 cells, calcium flux agonist mode;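 active = activation over 3 SD above normal in the single-dose calcium agonist read, cut at about 30% in these data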; note: 0% is about no effect
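Agonism scored from kinetic calcium signal (1 read/sec, 180 s) following compound pin transfer, after a 10 s baseline. Cells: HEK293 Trex line expressing inducible D2 receptor coupled to calcium, dye-loaded after overnight culture at 30 C.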
RXFP1 ag: qHTS Assay for Agonists of the Relaxin Receptor RXFP1. Relaxin receptor 1 (Homo sapiens), Q9HBX9. HEK293T-RXFP1 cAMP TR-FRET, 30 min; response scale: percent of porcine relaxin response, buffer zero. Potency, µM (highest dose often 57.5 µM), without a hit: top-dose activation, usual class: activators. 370,000 tested, 0.3% active; active = well fitted activation curve with a large enough effect; note: potency is the fitted concentration of half-maximal effect; % is set by controls: 0 for no effect and ±100 for the full control effect; nearly all actives have a fitted effect of over 60% in size; many of its hits are not listed in these tables
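HEK293 cells stably expressing RXFP1, treated 30 min at 37C with compounds plus PDE4 inhibitor Ro 20174; cAMP measured by HTRF TR-FRET. Normalized to buffer and 29 nM porcine relaxin; EC50 by Hill fit.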
The depositor's hits bear a star; / = no result given; & = joins results of further samples; ! = repeats disagree.

Order of values: TRHR enhancer | D1 potentiator | D1 agonist | RXFP1 antag | D2 PAM | D2 antag | D1 antag | D2 agonist | RXFP1 ag
[1] Cc1ccc(S(=O)(=O)N2CCN(C(=O)COC(=O)CCOc3ccccc3C)CC2)cc1
  -2 | -18 | 12 | -2 | / | / | -36* | / | 0.0%
[2] Cc1ccc(CSc2nnc(SCC(=O)N/N=C/c3ccccc3OCC(=O)O)s2)cc1
  2 | 7 | 8 | -6 | 6 | / | 10 | / | 0.2%
[3] C/C(=N/NC(=O)c1cccnc1)C1=C(O)CC(C)(C)CC1=O
  -11 | -8 | -2 | 11 | -4 | 3 | -15 | -0.1 | 0.1%
[4] CCOC(=O)c1c2ccc(OCC(=O)NN)cc2n2ccccc12
  -5 | -2 | 6 | 0 | 6 | 5 | -1 | 9.7 | 14%
[5] CCOC(=O)c1ccc(NC(=O)c2cc3c([nH]c2=O)CC(c2ccccc2)CC3=O)cc1 (stereo not given)
  6 | 0 | -1 | -14 | / | / | 1 | 2.0 | 7.7%
[6] CNC(=O)COC(=O)c1cc2c(s1)CCCC2
  3 | 0 | 2 | -11 | 18 | -3 | 14 | 0.1 | 0.5%
[7] COc1ccc(C2c3c(oc4ccc(Cl)cc4c3=O)C(=O)N2CCN2CCOCC2)cc1 (stereo not given)
  2 | -4 | 0 | -8 | -4 | -10 | -18 | 1.7 | 3.9%
[8] CSc1nc2c(C)c(C)c(C)c(C)c2[nH]1
  0 | -6 | 2 | -1 | -13 | 9 | -15 | -0.5 | -0.5%
[9] O=C(c1ccc2c(c1)OCO2)N1CCNc2ccccc2C1
  1 | 4 | 2 | 12 | 1 | -4 | 15 | 1.1 | 0.5%
[10] COc1cc(CN2CCN(CCCc3ccccc3)CC2CCO)cc(OC)c1 (stereo not given)
  -7 | 2 | 3 | 9 | -27 | 65* | 2 | 63* | 3.1%
[11] COCCCn1c(=O)c2ccccc2n(CC(=O)NC2CCCCC2)c1=O
  4 | 0 | 0 | 15 | 9 | 1 | 3 | -0.7 | -0.3%
[12] CC(C)Cc1nnc(NC(=O)CSc2nc(N)cc(=O)[nH]2)s1
  24 | -8 | 1 | -3 | -6 | 9 | 10 | 0.4 | -0.9%
[13] CC(=O)N(C(C)=O)N1C(=O)c2cccc3c(N4CCOCC4)ccc(c23)C1=O
  0 | -3 | 31* | 2 | 3 | -3 | -2 | 8.8 | -0.9%
[14] CC1CCCN(CC(=O)Nc2cc(S(=O)(=O)N3CCOCC3)ccc2N2CCCC2)C1 (stereo not given)
  3 | -2 | 3 | -9 | -3 | -15 | 3 | 0.1 | 6.1%
[15] CCC1(CC)NC(=O)N(CC(=O)OCC(=O)Nc2cc(C)ccc2C)C1=O
  -6 | 1 | 1 | -12 | -3 | 1 | -5 | 0.2 | 1.4%
[16] Nc1ncnc2nc(SCC(=O)Nc3ccccc3F)[nH]c12
  7 | -11 | 1 | -4 | / | 9 | 6 | -2.8 | 10%
[17] CC(Sc1ccsc1[N+](=O)[O-])C(=O)NCc1ccco1 (stereo not given)
  6 | -11 | 2 | 25 | -7 | 12 | -18 | -1.0 | -1.4%
[18] COc1ccc(NC(=O)CCNS(=O)(=O)c2cccc3nonc23)c(OC)c1
  -5&-2 | -5&-1 | 1&1 | -8 | -1 | -9 | 1&-1 | -1.1&0.0 | 2.8%&-2.9%
[19] COc1cc(OC)cc(C(=O)N2CCC(N3CCN(c4ccccc4OC)CC3)CC2)c1
  0 | -4 | -1 | -4 | -27 | / | 2 | / | -0.6%
[20] CC1=Nc2cc(C(=O)N3CCCCC3)ccc2Sc2ccc(C)cc21
  -8&7 | -6&-3 | 12&20 | -6 | -8&25 | 7 | -44*! | 0.3&0.7 | -2.1%&0.8%
[21] COCCCNC(=S)N1CCC(C(=O)c2ccc(Cl)cc2)CC1
  -2 | -4 | 10 | 0 | 6 | 3 | -17 | -1.5 | 1.3%
[22] Cc1ccc(N(CC(=O)NC(C)c2ccccc2)S(=O)(=O)c2cccs2)cc1 (stereo not given)
  -11 | -3 | 7 | 12 | -10 | 9 | 5 | 0.1 | 2.7%
[23] Cc1ccc(NC(=O)c2cc(C)on2)cc1
  -3 | 0 | 0 | 4 | / | / | -4 | / | 1.9%
[24] CN(C)S(=O)(=O)c1ccc(NC(=O)c2c(F)cccc2Cl)cc1
  -2 | -2 | 2 | 5 | 0 | -13 | -11 | -0.5 | -1.1%
[25] c1ccc(Cc2nnc3n2N=C(c2ccccc2)CS3)cc1
  3 | -13 | 7 | 6 | 9 | -10 | -2 | -0.2 | 1.0%
[26] Cc1ccc(NC(=O)C2CCCN(c3cnccn3)C2)c(C)c1 (stereo not given)
  2&-1 | 2&-2 | 6&-1 | -3&14 | 7&7 | 0 | 11&-7 | 0.3&-0.3 | -0.3%&-0.4%
[27] COc1ccc(-c2cn[nH]c2-c2ccc(O)cc2O)cc1OC
  5 | -2 | 0 | -12 | 8 | -2 | 3 | 0.1 | -0.7%
[28] CCN(CC)c1ccc(/C=N/NC(=O)CNC(=O)c2ccccn2)cc1
  8 | -2 | 1 | -29 | / | 3 | 1 | 0.2 | -0.8%
[29] O=C(N/N=C/c1ccc(N2CCCCC2)o1)c1ccccc1[N+](=O)[O-]
  -5 | -5 | 5 | -30 | / | / | -9 | / | 0.6%
[30] C[C@@H](C(=O)O)[C@H]1C[C@]1(C)[C@H](NC(=O)OCc1ccccc1)c1ccccc1
  0 | -5 | -1 | / | 3 | -12 | 1 | -0.6 | -1.0%

Single records, as listed above. Values in the order: TRHR enhancer	D1 potentiator	D1 agonist	RXFP1 antag	D2 PAM	D2 antag	D1 antag	D2 agonist	RXFP1 ag
COc1cc(OC)cc(C(=O)N2CCC(N3CCN(c4ccccc4OC)CC3)CC2)c1 is listed with 0	-4	-1	-4	-27	/	2	/	-0.6%
Cc1ccc(NC(=O)C2CCCN(c3cnccn3)C2)c(C)c1 (stereo not given) is listed with 2&-1	2&-2	6&-1	-3&14	7&7	0	11&-7	0.3&-0.3	-0.3%&-0.4%

Continued:
Order of values: TRHR enhancer | D1 potentiator | D1 agonist | RXFP1 antag | D2 PAM | D2 antag | D1 antag | D2 agonist | RXFP1 ag
[31] O=C(c1cccc(Cl)c1)N(Cc1cccs1)C1CCS(=O)(=O)C1 (stereo not given)
  -3 | -3 | 2 | -14 | 1 | -12 | 6 | 1.0 | -0.8%
[32] CCCOc1ccc(C2CC(=O)Nc3c2c(C)nn3-c2nncc(-c3cccc(OC)c3)n2)cc1OC (stereo not given)
  12 | -2 | 4 | 5 | -9 | / | 6 | -0.8 | 7.1%
[33] CC(=O)c1cccc(CN2CCC(C(=O)Nc3ccc(-c4cccc(C)c4)cc3)CC2)c1
  7 | -4 | 3 | -14 | 8 | -24 | 51 | -0.3 | -0.4%
[34] Cc1cc(Nc2ccccc2Cl)n2nc(-c3ccco3)nc2n1
  -2 | 0 | 0 | -28 | -8 | / | 0 | -1.6 | 1.6%
[35] O=C(C1CCCCCC1)N1CC[C@@H](N2CCC(O)CC2)[C@H](O)C1
  6 | 0 | 3 | 4 | 5 | 8 | 15 | 1.1 | 0.6%
[36] COc1cccc(C(=O)COC(=O)CCC(=O)NC2CCCCC2)c1
  -3 | -3 | 1 | -5 | 1 | -19 | 2 | -0.2 | -0.9%
[37] COc1ccc(S(=O)(=O)N(C)C)cc1NC(=O)COC(=O)c1nn(C)c(=O)c2ccccc12
  -2 | -1 | 1 | 0 | -14 | -9 | 8 | 2.4 | 3.7%
[38] O=C(N/C(=C/c1ccc(Br)cc1)C(=O)N1CCOCC1)c1ccc(Br)o1
  97* | -16 | 1 | 2 | 86* | -12 | -17 | 0.3 | -3.8%
[39] Cc1ccc(C(=O)N2CCCC(CCC(=O)N3CCN(c4ccccn4)CC3)C2)cc1C (stereo not given)
  -5 | -5 | 7 | -15 | 5 | 1 | -39* | 1.6 | 1.8%
[40] Cc1ccc(S(=O)(=O)NNC(=O)Nc2ccc(Cl)c(Cl)c2)cc1
  -5 | -14 | 3 | 0 | -7 | 2 | 6 | 0.7 | -0.6%
[41] Oc1csc(Cc2nc(-c3ccc4ccccc4c3)cs2)n1
  27 | -2 | 2 | -18 | 11 | -18 | -17 | -0.2 | 3.3%
[42] CCOCCCNC(=O)c1ccc(OC)c(OC2CCN(C(C)C)CC2)c1
  -1 | -4 | -3 | 6 | 11 | 3 | -9 | -0.8 | -1.6%
[43] CCOc1ccc(OCC(=O)Nc2ccc(S(=O)(=O)Nc3cc(C)on3)cc2)cc1
  -4 | 0 | 0 | -13 | -9 | / | -3 | -0.3 | -2.4%
[44] CCc1ccccc1NC(=O)CSc1nnc(Cn2cnc3ccccc32)o1
  2 | -4 | 0 | -11 | 2 | -6 | 3 | -1.3 | 0.1%
[45] O=C(COC(=O)c1cccc(S(=O)(=O)N2CCCCC2)c1)NC1CCCCC1
  7 | / | 16 | -10 | -5 | 17 | 0 | 0.2 | 1.8%

Screen by screen, quoted from above.
Nos. 26–29 in D1 potentiator, in turn: 2&-2, -2, -2, -5

(next part)
Order of values: TRHR enhancer | D1 potentiator | D1 agonist | RXFP1 antag | D2 PAM | D2 antag | D1 antag | D2 agonist | RXFP1 ag
[46] CC(=O)N1N=C(c2ccccc2O)CC1c1cccs1 (stereo not given)
  -3 | 10 | 3 | 1 | 4 | 13 | 3 | -0.6 | -0.1%
[47] CNc1ccc2c3c(cccc13)C(=O)N(C)C2=O
  47* | -18 | 338* | 1 | -17 | 72* | -38* | 128* | 8.0%
[48] COc1ccc(S(=O)(=O)Oc2ccc3c(c2)O/C(=C\c2cccnc2)C3=O)cc1
  -2 | -4 | 2 | 11 | 0 | / | -24 | / | 0.9%
[49] COc1cc([C@@H]2CC=C(C(=O)O)[C@H](c3cccc(Cl)c3)N2S(=O)(=O)c2ccc(C)cc2)cc(OC)c1OC
  -2 | -4 | 0 | / | 11 | -3 | -4 | 0.8 | -0.9%
[50] COC(=O)c1c(SC)nc2ccccc2c1OCc1ccccc1C
  4 | 0 | 12 | / | 3 | / | 29 | / | 2.4%
[51] O=C(O)c1nn(CC(=O)N2CCN(S(=O)(=O)c3ccc(Cl)cc3)CC2)c(=O)c2ccccc12
  -7 | -4 | 1 | -6 | -1 | 17 | 0 | -0.6 | 7.6%
[52] CCOc1ccc(OCC)c(NC(=O)CNS(=O)(=O)c2cccs2)c1
  -1 | -3 | 1 | 8 | -4 | 11 | 1 | -0.1 | 1.4%
[53] CC(C)Oc1cccc(C(=O)Nc2ncn[nH]2)c1
  7 | 1 | 1 | 3 | -4 | -3 | 9 | 0.9 | 0.1%

Some of the compounds tested; count on the stated rates, not on these rows.
